Assay outcomes as filed in PubChem BioAssay.
HTR5A inv ctr: counter-screen for OPRM1-OPRD1 inverse agonists: human HTR5A inverse agonism; P47898; HTR5A cell line, luminescence; inhibition, % at 9.3 µM; 340,000 compounds, 0.083% hits; in the data active means inhibition mostly above about 23%, no sharp cut-off; inactive means mostly below about 18%;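 further: 0% = cells with DMSO and 100% = no-cell wells with DMSO; some compounds called inactive have numbers as strong as hits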
V-ATPase pHluor: regulators of yeast V-ATPase proton transport; S. cerevisiae, pHLuorin cytosolic pH fluorescence; response, % at 10 µM; 350,000 compounds, 0.37% hits; in the data active means response mostly above about 7.3%, no sharp cut-off; inactive means mostly below about 5.4%; further: actives read high; inactives centre near 0; some compounds called inactive have numbers as strong as hits; reference of the scale not given here
PKA-R2B act: activates the human PKA-R2B holoenzyme complex. P22694+P31323. 340,000 compounds, 0.079% hits. activation, % at 11.4 µM. PKA-R2B holoenzyme dissociation, Cy5-IP20 fluorescence polarization; R2B truncated from residue 108, S112A mutant; 0% DMSO only, 100% 113 µM cGMP;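 active means activation above a cutoff set at the mean over all compounds plus 3 SD, cut at about 18% in these data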;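 further: higher means more holoenzyme dissociation and a rise in polarization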
HTR5A ag: counter-screen for OPRM1-OPRD1 agonists: human HTR5A agonism; HTR5A agonist assay, luminescence, cell-based; activation, % at 9.3 µM; 340,000 compounds, 0.61% hits; AID 504692; in the data active means activation mostly above about 9.5%, no sharp cut-off; inactive means mostly below about 7.6%;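 further: 0% = cells with vehicle only and 100% = reference agonist; strong numbers were not always called active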
DAGLB inh: diacylglycerol lipase beta (human) inhibition. inhibition, % at 5.17 µM. 340,000 compounds, 0.059% hits. Q8NCG7. HEK293T DAGLB membrane lysate, EnzChek fluorogenic substrate; in the data active means inhibition above about 34%;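 further: 0% = enzyme with vehicle and 100% = wells lacking enzyme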
DSG3 Ab inh: inhibitors of pemphigus antibody binding to human desmoglein-3. binding (percent of control), % at 10 µM. 310,000 compounds, 0.48% hits. P32926. AID 588358. DSG3-coupled beads, scFv-anti-DSG3-GFP binding, flow cytometry; hits give low values;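 active means binding more than 3 SD below its plate's average and above zero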;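 further: hits lower antibody fragment binding to DSG3; some compounds called inactive have numbers as strong as hits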
MOR-DOR ag: agonists of human mu-delta opioid receptor heterodimerization; cells, OPRM1-OPRD1 heterodimerization, luminescence; P35372+P41143; activation, % at 9.3 µM; 340,000 compounds, 0.3% hits; in the data active means activation above about 18%;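 further: 0% = vehicle-treated cells and 100% = reference agonist; values of inactives mirror those of a sister screen read the other way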
Target sequence (P35372 whole entry, looked up): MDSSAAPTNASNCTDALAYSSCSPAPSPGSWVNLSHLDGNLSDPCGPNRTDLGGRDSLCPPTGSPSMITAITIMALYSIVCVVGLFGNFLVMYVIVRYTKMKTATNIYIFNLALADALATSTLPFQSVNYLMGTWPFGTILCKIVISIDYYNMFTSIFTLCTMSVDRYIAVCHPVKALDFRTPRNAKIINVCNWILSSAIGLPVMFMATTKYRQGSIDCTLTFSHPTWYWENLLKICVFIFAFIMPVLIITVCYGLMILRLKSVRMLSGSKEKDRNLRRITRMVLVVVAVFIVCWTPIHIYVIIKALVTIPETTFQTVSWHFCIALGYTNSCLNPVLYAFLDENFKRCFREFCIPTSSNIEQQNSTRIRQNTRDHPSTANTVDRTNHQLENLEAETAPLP
Target sequence (P41143 whole entry, looked up): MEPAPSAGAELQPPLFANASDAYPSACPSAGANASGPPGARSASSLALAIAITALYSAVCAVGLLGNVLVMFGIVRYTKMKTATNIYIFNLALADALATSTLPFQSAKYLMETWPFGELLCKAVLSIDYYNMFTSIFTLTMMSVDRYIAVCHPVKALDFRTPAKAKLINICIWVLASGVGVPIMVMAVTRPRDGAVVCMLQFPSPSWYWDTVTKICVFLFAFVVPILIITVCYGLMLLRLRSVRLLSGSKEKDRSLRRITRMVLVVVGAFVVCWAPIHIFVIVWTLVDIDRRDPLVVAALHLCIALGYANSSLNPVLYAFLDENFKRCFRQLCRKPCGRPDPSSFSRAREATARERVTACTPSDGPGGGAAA
MOR-DOR inv ag: inverse agonists of human mu-delta opioid receptor heterodimerization; P35372+P41143; cell-based MOR-DOR heterodimer luminescence, inverse agonism; inhibition, % at 9.3 µM; 340,000 compounds, 0.21% hits; in the data active means inhibition above about 22%, passing the limit was not always enough;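 further: 0% = cells with DMSO and 100% = wells without cells with DMSO; values of inactives mirror those of a sister screen read the other way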
PKA-R1A activ: PKA-R1A complex activation; PKA-R1A dissociation, Cy5-IP20 fluorescence polarization; scaled: DMSO 0%, 113 µM cGMP 100%; activation, % at 11.4 µM; 340,000 compounds, 0.083% hits; AID 504707;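 active means percent activation above the mean of all tested compounds plus 3 SD, cut at about 19% in these data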;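 further: higher means more PKAc released from R1A so a rise in polarization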
Arr AP2 block: human beta-arrestin and AP2 interaction inhibition; inhibition, % at 10 µM; AID 504490; 340,000 compounds, 0.31% hits; FITC-arrestin peptide / GST-AP2 beads, flow cytometry; AP2 beta2 appendage carries R879A mutation;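 active means inhibition above a set limit, near 3 SD of compounds lacking own fluorescence, cut at about 54% in these data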;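 further: plate controls were DMSO wells for no effect and 5 µM unlabelled arrestin peptide for full effect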
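System: GST-AP2 R879A glutathione beads; medium: PBS, Tween 20 0.05%, BSA 0.1%; reagent: fluorescein-tagged arrestin peptide at 50 nM final; schedule: pre-incubation 12 min, peptide binding 1 h, room temperature; detection: flow cytometry, FL1 (488/535 nm); read-out: inhibition as reduced fluorescein signal on beads, percent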
Numbers without * were called inactive; . = no result given. Rows were taken by chance; about 2.4% have a hit in one of these screens.

SMILES	HTR5A inv ctr	V-ATPase pHluor	PKA-R2B act	HTR5A ag	DAGLB inh	DSG3 Ab inh	MOR-DOR ag	MOR-DOR inv ag	PKA-R1A activ	Arr AP2 block
COc1ccccc1C(CNC(=O)C(C)(C)Oc1ccc(Cl)cc1)N1CCCC1 (configuration not stated)	-8	0	-4	7	0	108	-1.3	8	-6	-9
O=C(CC1C(=O)NCCN1CC1CCCCC1)NCc1cc(F)ccc1F (configuration not stated)	-10	4	-7	4	0	97	0.1	0	-9	6
CCC(C)NC(=O)C1CCCN(c2nc(C)cc(OC)n2)C1 (configuration not stated)	9	2	3	-3	1	106	-0.3	1	-22	2
CC(C)C(O)C1CCN(Cc2nc(Cc3ccccc3Cl)no2)CC1 (configuration not stated)	-8	2	-5	1	-1	84	-4.3	22	8	14
N#Cc1ccc(-c2csc(NC3=NCCCCC3)n2)cc1	-23	4	4	-4	-3	106	-4.4	21	-3	13
O=C(O)c1cc(N2CCCC2)ccn1	5	-1	-2	-1	-2	104	0.0	0	3	17
O=C(CN1CCOCC1)Nc1c(C(=O)C2CC2)oc2ccccc12	-4	0	1	5	-1	101	2.4	-17	-8	5
CCC1CCCCN1C(=O)COc1ccc(S(=O)(=O)N2CCOCC2)cc1Cl (configuration not stated)	5	-2	14	-2	0	106	-1.1	4	11	-9
Nc1nc(N2CCN(C(=O)c3ccco3)CC2)nc2ccccc12	-7	2	5	2	1	.	-1.4	8	6	21
Cc1cccc(-c2nc(Nc3cccc(O)c3)c3ccccc3n2)c1	-24	2	-7	6	-2	94	7.5	-42	-13	8
CCOC(=O)COc1ccc(Oc2nc(C)cc(OC)n2)nn1	-2	-1	-4	-5	-2	110	-1.7	9	6	-10
COc1ccc(CNC(=O)c2sc(=S)n(-c3ccc(OC)cc3)c2N)cc1	6	8	-15	-2	0	100	-2.7	14	-10	0
COc1ccc(NC(=O)Nc2ccncc2)c(OC)c1	-8	-3	-2	5	0	107	-2.0	10	2	4
CCOC(=O)N1CCN(c2ccc(C(C)=O)cc2F)CC1	-20	-4	-14	3	-2	.	-1.2	7	-8	9
CC1CN(C(=O)CCc2cc(C(C)(C)C)c(O)c(C(C)(C)C)c2)CC(C)O1 (configuration not stated)	-7	4	-7	6	-2	110	-1.1	6	-5	1
O=c1[nH]c(-c2ccccn2)nc(C(F)(F)F)c1Br	6	1	-2	-2	3	99	-2.5	15	-1	14
COc1cc(CN(C(=S)NCC(=O)O)C2CCCC2)cc(OC)c1OC	14	-3	11	-3	0	97	-0.3	2	9	21
O=C(O)c1ccc(COc2ccc3ccccc3c2/C=C2/NC(=O)N(c3ccccc3)C2=O)cc1	10	2	-5	2	6	102	-3.7	19	5	-10
O=C(NCc1cccs1)c1ccc(N2CCCC2=O)cc1	4	-5	-2	-2	1	98	0.1	0	3	1
CC(=O)N/C(=C\c1cccs1)C(=O)O	0	-1	-1	0	-1	76	-1.9	9	-1	-4
Cc1noc(C)c1S(=O)(=O)N1CCCC(C(=O)N2CCc3ccccc3C2)C1 (configuration not stated)	3	-1	-12	-1	0	110	0.6	-3	-5	-1
CC1=C(C(=O)OCc2ccccc2)C(c2cccc(Br)c2)NC(=O)N1 (configuration not stated)	6	1	-3	-8	0	100	0.0	0	-8	0
CCCCCOP(=O)(c1ccccc1)c1ccccc1	-1	1	-12	4	-1	104	-1.3	7	-5	-8
CCOc1ccccc1CNC(=O)Cn1nc(C)c2c(C)n(-c3ccc(C)cc3)nc2c1=O	2	4	5	1	-6	109	1.0	-5	-3	49
CCCCNC(=O)NC1CCCC1	-12	-1	1	5	2	97	-1.4	8	4	1

Pulled by structure from the list above:
SMILES	HTR5A inv ctr	V-ATPase pHluor	PKA-R2B act	HTR5A ag	DAGLB inh	DSG3 Ab inh	MOR-DOR ag	MOR-DOR inv ag	PKA-R1A activ	Arr AP2 block
COc1cc(CN(C(=S)NCC(=O)O)C2CCCC2)cc(OC)c1OC	14	-3	11	-3	0	97	-0.3	2	9	21
CC(C)C(O)C1CCN(Cc2nc(Cc3ccccc3Cl)no2)CC1 (configuration not stated)	-8	2	-5	1	-1	84	-4.3	22	8	14

Sorted by length of the SMILES (rising): part of the list above.
SMILES	HTR5A inv ctr	V-ATPase pHluor	PKA-R2B act	HTR5A ag	DAGLB inh	DSG3 Ab inh	MOR-DOR ag	MOR-DOR inv ag	PKA-R1A activ	Arr AP2 block
CCCCNC(=O)NC1CCCC1	-12	-1	1	5	2	97	-1.4	8	4	1
CCCCCOP(=O)(c1ccccc1)c1ccccc1	-1	1	-12	4	-1	104	-1.3	7	-5	-8
COc1ccc(NC(=O)Nc2ccncc2)c(OC)c1	-8	-3	-2	5	0	107	-2.0	10	2	4
N#Cc1ccc(-c2csc(NC3=NCCCCC3)n2)cc1	-23	4	4	-4	-3	106	-4.4	21	-3	13
CCOC(=O)COc1ccc(Oc2nc(C)cc(OC)n2)nn1	-2	-1	-4	-5	-2	110	-1.7	9	6	-10
Nc1nc(N2CCN(C(=O)c3ccco3)CC2)nc2ccccc12	-7	2	5	2	1	.	-1.4	8	6	21
Cc1cccc(-c2nc(Nc3cccc(O)c3)c3ccccc3n2)c1	-24	2	-7	6	-2	94	7.5	-42	-13	8
O=C(CC1C(=O)NCCN1CC1CCCCC1)NCc1cc(F)ccc1F (configuration not stated)	-10	4	-7	4	0	97	0.1	0	-9	6
COc1cc(CN(C(=S)NCC(=O)O)C2CCCC2)cc(OC)c1OC	14	-3	11	-3	0	97	-0.3	2	9	21
CCC1CCCCN1C(=O)COc1ccc(S(=O)(=O)N2CCOCC2)cc1Cl (configuration not stated)	5	-2	14	-2	0	106	-1.1	4	11	-9
CC1CN(C(=O)CCc2cc(C(C)(C)C)c(O)c(C(C)(C)C)c2)CC(C)O1 (configuration not stated)	-7	4	-7	6	-2	110	-1.1	6	-5	1
O=C(O)c1ccc(COc2ccc3ccccc3c2/C=C2/NC(=O)N(c3ccccc3)C2=O)cc1	10	2	-5	2	6	102	-3.7	19	5	-10

The listing continues:
SMILES	HTR5A inv ctr	V-ATPase pHluor	PKA-R2B act	HTR5A ag	DAGLB inh	DSG3 Ab inh	MOR-DOR ag	MOR-DOR inv ag	PKA-R1A activ	Arr AP2 block
COc1ccc(-c2nc3ccccc3c(=O)[nH]2)cc1	6	2	-5	-2	2	120	1.4	-7	-2	18
Cc1sc(NC(=S)NC(=O)c2cccs2)nc1-c1ccc(C(C)C)cc1	-12	6	4	-2	-3	101	-0.5	3	-1	0
CCc1ccc2nc(N3CCN(C(=O)C(C)(C)C)CC3)sc2c1	-4	5	-15	7	-5	103	-3.0	15	-11	0
CC1(c2ccccc2)CC(C)(C)N2C(=O)C(=O)c3cccc1c32 (configuration not stated)	9	0	5	7	5	112	0.0	0	-4	3
Cc1noc(C(F)(F)F)c1C(=O)NNC(=O)c1ccccc1	-2	-5	-3	-2	1	112	-2.1	11	-6	1
COc1cccc(C2C(C(=O)OCc3ccccc3)=C(C)Nc3ncnn32)c1OC (configuration not stated)	-9	8.5*	3	3	3	105	-1.1	6	2	17
CCOC(=O)C1=C(C)NC2=C(C1c1ccc([N+](=O)[O-])cc1)S(=O)(=O)c1ccccc12 (configuration not stated)	-13	0	5	5	1	99	-0.1	1	-1	14
N#CC(C#N)=Cc1cn(-c2ncc(C(F)(F)F)cc2Cl)c2ccccc12	15	-1	6	-7	0	107	-3.1	15	1	25
O=C(Nc1ccc(C2=NCCN2)cc1)c1ccc(C(=O)Nc2ccc(C3=NCCN3)cc2)c(Cl)c1	-3	4	2	1	3	.	-5.0	23	-7	3
O=S1(=O)CCO[C@H]2Cc3ccccc3[C@H]2N1Cc1ccccc1	0	-1	0	-3	-1	96	-0.6	3	9	.
Cc1ccc(S(=O)(=O)NC2CC(C)(C)NC(C)(C)C2)cc1	-40	1	-4	-6	0	103	-1.1	6	-8	14
CN(CC(O)COc1ccc(S(=O)(=O)N2CCOCC2)cc1)C1CCCCC1 (configuration not stated)	-21	2	4	1	1	.	-3.4	18	-8	20
Cc1csc(NC(=O)C(F)(F)F)n1	6	3	-1	-5	2	105	-1.5	8	2	-4
Cc1ccc(S(=O)(=O)N(CC(O)CN2CCOCC2)c2cc(Cl)ccc2Cl)cc1 (configuration not stated)	16	2	3	-7	-3	105	-3.0	12	-1	-2
C[C@@H]1CN([C@H](C)CO)C(=O)CCCn2cc(nn2)CO[C@H]1CN(C)S(=O)(=O)c1ccc(-n2cccn2)cc1	.	-2	4	.	-4	97	.	.	-3	.
Cc1ccc2c(COC(=O)c3ccc(C)c(C)c3)cc(=O)oc2c1	18	-3	-19	-7	-2	.	0.0	0	-1	22
O=C(CCCc1nc2ccccc2s1)NCc1ccc(F)cc1	-7	-7	-16	3	-2	104	-1.3	8	-9	5
CCC1C(=O)Nc2nc(-c3ccccc3)c(-c3ccccc3)n2N=C1C (configuration not stated)	-4	1	-4	0	0	108	3.4	-14	2	5
CC(C)c1ccc(NC(=O)c2cccc(Br)c2)cc1	-23	-1	-5	9	-12	85	4.0	-26	1	1
O=C(CSc1nnc(-c2cccs2)n1-c1ccccc1)NCC1CCCO1 (configuration not stated)	-26	1	-6	6	0	106	-3.3	17	8	-3
Cc1ccc(S(=O)(=O)Oc2ccc(/C=N/NC(=O)c3ccncc3)cc2)cc1	-3	-3	-13	1	-5	.	-1.7	10	-3	7
O=C(N/C(=C\c1cccc([N+](=O)[O-])c1)C(=O)N(CCO)CCO)c1ccco1	-9	7	-2	3	-2	102	1.2	-6	-8	-3
O=C(Cn1c(NCCO)nc2ccccc21)NCCc1ccc(F)cc1	.	-14	-2	.	-8	106	.	.	-6	4
Cc1ccccc1-c1ccc(CN2CCN(C)C(CCO)C2)cc1 (configuration not stated)	-6	2	-5	2	-1	110	-0.8	4	-10	-4
Cc1noc(C)c1NC(=O)N(C)C[C@H]1Oc2c(NS(=O)(=O)c3cccs3)cccc2C(=O)N([C@H](C)CO)C[C@@H]1C	8	4	-4	0	0	104	0.5	-3	-3	2
CCc1ccccc1NC(=O)c1ccc2c(O)c(S(=O)(=O)c3ccc(OC)cc3)c(=O)[nH]c2c1	-22	-1	-7	0	2	103	0.1	-1	-8	0
CCOc1ccccc1NC(=S)/C(=C(\[O-])c1ccc2c(c1)OCCO2)[n+]1ccc(CC)cc1	10	-6	4	-4	0	.	-0.3	2	-6	8
COc1cc(NC(=S)NC(=O)c2ccco2)ccc1NC(=O)C(C)C	-3	7	-2	1	-1	99	-0.6	3	-6	-12
